# SSB-PriA inh: inhibitors of Klebsiella pneumoniae PriA binding to SSB C-terminal tail; AlphaScreen SSBct-PriA binding, biotinylated peptide; inhibition, % at 33 µM; 430,000 tested, 0.6% active; AID 1272365; in the data active means inhibition mostly above about 37%, no sharp cut-off; inactive means mostly below about 20%;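 further: plate controls were negative control peptide for no effect and reference peptide for full effect; strong numbers were not always called active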
# * = called active by the depositor; & = joins results of further samples.
SMILES,SSB-PriA inh
Br/C(C=NN1CCN(c2ccccc2)CC1)=C\c1ccccc1,16
COC[C@@](C)(O)CNC(=O)c1cnccn1,4
O=C(COc1ccc(Cl)cc1)Nc1nnc(-c2ccno2)o1,1
CCN1CCN(Cc2c(C(=O)NN=C(C)c3ccc(Cl)cc3)nnn2-c2nonc2N)CC1,1
O=C(Cn1c(-c2cccnc2)nc2ccccc21)Nc1ccc(OC(F)(F)F)cc1,-26
Cn1c(C(F)(F)F)nn(CC(=O)OCc2ccccc2)c1=O,-3
NC(=O)NN=Cc1c(F)c(F)c(F)c(F)c1F,-20
Cc1noc(CNC(=O)NCc2ccc(F)cc2)n1,0
Cc1cc(C)n(CCNC(=O)c2csc(-c3cnccn3)n2)n1,-12
Cc1cccc(NC(=S)NN=C2CCCCc3ccccc32)c1,15
COc1ccccc1C(=O)N1CCN(c2oc(-c3cccs3)nc2C#N)CC1,-9&-5
COC(=O)CSc1ccc(NC(=O)C2CC2)nn1,8
Cc1ccccc1NC(=O)N1CCN(CCn2cccn2)CC1,9
COc1cc(C=Nn2cnnc2-n2nc(C)cc2C)cc([N+](=O)[O-])c1O,-5
CCOC(=O)c1c(NC(=O)c2cccc(N3C(=O)CCC3=O)c2)sc2c1CCN(C(C)=O)C2,3
Cc1cc(C)n(-c2nc(CCNC(=O)c3ccc(OC(F)(F)F)cc3)cs2)n1,0
COc1ccc(CC(=O)N2CCC(c3nnc(C4CC4)o3)CC2)cc1,-6
O=C(NCC[C@H](O)c1ccsc1)NCc1ccccc1,1
O=S(=O)(c1ccccc1F)N1CCN(Cc2ccccc2)CC1,-11
COc1ccc(CCNC(=O)CSc2nnc(-c3ccncc3)o2)cc1OC,-12
O=C(NCCS(=O)(=O)N1CCN(c2ncccn2)CC1)c1cnccn1,-2
CC(C)c1ccc(OCC(=O)N(CC(F)(F)F)C2CCOCC2)cc1,-8
CC(=NN1CCCCCC1)c1c(O)n(C2CCCCC2)c(=O)[nH]c1=O,8
Nc1cnc(Cl)nc1N,32
COc1ccc(N2CCN(CCNC(=O)c3ccc(Br)o3)CC2)cc1,-11

# A second format for part of the listing above:
SMILES | SSB-PriA inh
O=C(NCC[C@H](O)c1ccsc1)NCc1ccccc1 | 1
O=S(=O)(c1ccccc1F)N1CCN(Cc2ccccc2)CC1 | -11
COc1ccc(CCNC(=O)CSc2nnc(-c3ccncc3)o2)cc1OC | -12
O=C(NCCS(=O)(=O)N1CCN(c2ncccn2)CC1)c1cnccn1 | -2
CC(C)c1ccc(OCC(=O)N(CC(F)(F)F)C2CCOCC2)cc1 | -8
CC(=NN1CCCCCC1)c1c(O)n(C2CCCCC2)c(=O)[nH]c1=O | 8

# Additional structures:
SMILES,SSB-PriA inh
O=C(Cn1nc(C2CC2)c2cnn(-c3ccccc3)c2c1=O)NC1CCCC1,2
Cn1ncc2c(N3CCOCC3)nc(NCc3ccccc3Cl)nc21,-2
O=C(NCCn1ncc2c(=O)n(Cc3cccc(F)c3)cnc21)c1ccc2c(c1)OCO2,-8
CC(C)OCc1ccc(O)c2ncccc12,87*
CO[C@@H](CNS(=O)(=O)c1ccc(C(F)(F)F)cc1)c1ccccc1Cl,-3
O=C(NC1CC1)c1ccc2c(=O)nc3c(-c4ccccc4)n[nH]n3c2c1,0
CCCOc1ccc(/C=C(\C#N)C(=O)Nc2ccc(Cl)cc2[N+](=O)[O-])cc1,4
Cc1nc2sc3c(c2c(=O)n1/N=C\c1ccccn1)CCCC3,-8
COC(=O)Cn1c(=NC(=O)c2ccc(S(=O)(=O)N3CCCc4ccccc43)cc2)sc2cc(S(N)(=O)=O)ccc21,-1
O=c1c(=Cc2ccco2)sc2nc(-c3ccccc3Br)nn12,-9
Cc1cc(F)ccc1S(=O)(=O)N1Cc2cnc(N3CCOCC3)nc2C1,-7
O=C(CCCSc1ccc(NC(=O)C2CC2)nn1)Nc1ccc(C(F)(F)F)cc1,-2
[O-]C(=C(C(=S)Nc1cccc2ccccc12)[n+]1ccccc1)c1ccc(OC(F)F)cc1,26
O=C(NCCCN1CCOC(c2ccccc2)C1)c1cccs1 (stereo not given),7
COc1ccc(Cl)cc1S(=O)(=O)N1CCCCCC1,-31
Cc1ccccc1C=Nn1c(-c2cc(-c3ccccc3)n[nH]2)n[nH]c1=S,0
CC(C)c1ccccc1NC(=O)c1ccc(N2CCCC2)nn1,-20
O=C(Nc1cc(Br)ccc1C(=O)c1ccccc1)c1ccc(Oc2ccccc2)cc1,7
O=C(CSCc1ccccc1)NCCn1nc(C(F)(F)F)cc1C1CC1,2
O=S(=O)(CCC(F)(F)F)N1CCSC(c2ccccc2Cl)CC1 (stereo not given),-3
O=C1O[C@]2(CCCN(C(=O)c3cncc(Br)c3)C2)c2ccccc21,5
Cc1nnc(NC(=O)c2csc(Nc3ccccc3)n2)s1,-12&-11
C/C(=C/C(=O)O)C(=O)Nc1ccccc1Oc1ccccc1,17
Cc1cc(SCC(=O)Nc2ccccc2C)nc(-c2ccc(F)cc2)n1,-8
O=C(C1CCC1)N1CC(c2nc(-c3ccsc3)no2)C1,-2

# Other records:
SMILES,SSB-PriA inh
CN(C)CCCN(C(=O)c1nc2ccccc2s1)c1nc2ccc(Br)cc2s1,-12
CN1CCc2c(sc(NC(=O)CCCSc3ccc(Cl)cc3)c2-c2nc3ccccc3s2)C1,-12
CCOC(=O)c1cc(NC(=O)CSc2nnc3cc(C)c4ccccc4n23)cc(C(=O)OCC)c1,2
Cc1cc(C)c2nc(N(Cc3ccccn3)C(=O)c3cccc(S(C)(=O)=O)c3)sc2c1,-11
O=C(NN=C(c1ccc(Cl)cc1)c1ccc(Cl)cc1)c1ccccn1,38
O=C(c1cnn(-c2ccccc2)n1)N1CCC(N2CCCC2COCc2ccccc2)CC1 (stereo not given),4
Cn1c(N2CCOCC2)c(C=NO)c2ccccc21,-6
O=S(=O)(NCc1nccc(N2CCCC2)n1)c1ccccc1F,-14
Cc1ccc(-c2ccc(OCCNC(=O)c3ccccc3C(F)(F)F)nn2)cc1,12
Cc1ccccc1C1CCN(C(=O)c2ccccc2SC(F)F)CCS1 (stereo not given),-6
O=C(COc1ccc(F)cc1)Nc1ccc2c(c1)CN(C(=O)c1ccccc1)CC2,-2&9
Cc1csc(NC(=O)Cc2csc(Nc3ccc(OC(F)(F)F)cc3)n2)n1,6&8
CC(C)C(=O)N1CCCc2ccc(NC(=O)C(=O)NCC3(c4cccs4)CCCC3)cc21,-3
CCOc1cccc2cc(C(=O)NCCCn3nc(-c4ccncc4)ccc3=O)c(=O)oc12,-7
CCOC(=O)C1CCc2sc(N)nc21 (stereo not given),-13
O=C(CSc1nccn1-c1ccc(Cl)cc1)NCCc1ccccc1,25
COc1ccc(OC)c2sc(N(CC3CCCO3)C(=O)c3ccc(F)c(F)c3)nc12 (stereo not given),-2
CCOc1ccc2nc(NC(=O)c3cc([N+](=O)[O-])cc([N+](=O)[O-])c3)sc2c1,-2
CSC1=C(C#N)C2(CCCCC2)C(c2nc(-c3ccc(C)cc3)cs2)C(N)=N1 (stereo not given),-17
CCOC(=O)c1ccccc1NC(=O)CN1CC(c2nc(C)no2)C1,-3
COc1cc(C)c(C)cc1S(=O)(=O)NCC1CCN(Cc2ccccc2)CC1,-6
O=C(NN=C1SCC(=O)N1CCc1ccccc1)c1cccs1,-6
COc1ccc(C(=O)N/N=C\c2ccc(C(C)C)cc2)cc1,8
COc1ccccc1NS(=O)(=O)c1ccc(OC)c(N(C)S(C)(=O)=O)c1,3
O=C(N/N=C\c1ccc([N+](=O)[O-])cc1)c1cc(-c2ccc(Br)s2)[nH]n1,-20

# Other results
SMILES,SSB-PriA inh
C=CCn1c(=NC(=O)Cc2cc(C)ccc2C)sc2cc(F)cc(F)c21,-1
CN(C)S(=O)(=O)c1ccc(C(=O)Nc2ccc3c(c2)N(C(=O)C2CCCC2)CC3)cc1,-9
O=C(NCCCn1ccnc1-c1ccccc1)NCc1cccc2ccccc12,-1
Cc1cc(-c2nnc(NC(=O)c3cccc(Oc4ccccc4)c3)o2)nn1C,-13
CCOc1ccc(C=Nn2cc(-c3ccccc3)[nH]c2=S)cc1,3
CCOc1cccc2sc(NCC3CCCO3)nc12 (stereo not given),18
Cc1cccc(-c2nnc(NC(=O)c3cc(C)oc3C)o2)n1,-15
O=C(CCc1ccc(Cl)c(C(F)(F)F)c1)N1C2C=CCC1CC2 (stereo not given),-17
O=C(CCc1cccc(Cl)c1)NC[C@H](O)c1cccc2ccccc12,-12
Cc1cccc(C(=O)Oc2ccc(C=NNC(=O)c3ccc(O)cc3)cc2)c1,-5
COc1ccc(-c2nnc(SCC(=O)c3ccc(F)cc3)n2-c2ccccc2)cc1,-11
O=C(CC1CCCCC1)NCCS(=O)(=O)N1CCN(c2ccc(F)cc2)CC1,-17
COC(CNC(=O)COc1ccc(Cl)cc1Cl)c1ccc(C)s1 (stereo not given),4
O=C(c1c(F)cccc1Cl)N1CCC(COc2nc3ccccc3s2)CC1,3
O=C(CSc1nnc(NC(=O)c2cccs2)s1)Nc1ccccc1C(F)(F)F,-9
Cc1ccc(NC(=O)CC2CCCCN2S(=O)(=O)c2ccccc2)cc1Cl (stereo not given),2
Fc1ccc2nc(Nc3nnc(-c4ccco4)o3)sc2c1,0
CCOC(=O)c1ccc(NC(=O)c2cc(C)nn2CC)cc1,-4
Cn1cc(S(=O)(=O)NCCc2c[nH]c3ccccc23)c(=O)n(C)c1=O,-4&-13
CN1C(=O)CCc2cc(NC(=O)c3ccc(-c4ccccc4)cc3)ccc21,-22
COc1ccc(C=NN2C(C)CCCC2C)cc1O (stereo not given),-2
O=C(CSc1ncnc2c1nnn2-c1ccccc1)N1CCc2ccccc21,-21
O=c1[nH]nc(NN=Cc2ccc(Cl)cc2Cl)c(=O)[nH]1,-5
Cc1noc(-c2cccn3c(CNC(=O)C(C)n4cccn4)nnc23)n1 (stereo not given),-4
Cc1ccc(C)c(S(=O)(=O)NCCNC(=O)c2ccc(NC(=O)C3CC3)cc2)c1,-10

# Rewritten with tabs: entries from further up.
SMILES	SSB-PriA inh
CCOC(=O)c1ccc(NC(=O)c2cc(C)nn2CC)cc1	-4
Cn1cc(S(=O)(=O)NCCc2c[nH]c3ccccc23)c(=O)n(C)c1=O	-4&-13
CN1C(=O)CCc2cc(NC(=O)c3ccc(-c4ccccc4)cc3)ccc21	-22
COc1ccc(C=NN2C(C)CCCC2C)cc1O (stereo not given)	-2
O=C(CSc1ncnc2c1nnn2-c1ccccc1)N1CCc2ccccc21	-21
O=c1[nH]nc(NN=Cc2ccc(Cl)cc2Cl)c(=O)[nH]1	-5
Cc1noc(-c2cccn3c(CNC(=O)C(C)n4cccn4)nnc23)n1 (stereo not given)	-4

# (listing goes on)
SMILES,SSB-PriA inh
Cc1onc(-c2ccccc2Cl)c1C(=O)N1CCN(Cc2nc(-c3ccco3)cs2)CC1,-2&7
CCn1ccc(C(=O)N(CCCN(C)C)c2nc3ccccc3s2)n1,0
O=C(Nc1cc(Cl)cc(Cl)c1)C1CCCN(S(=O)(=O)c2ccc(Cl)cc2)C1 (stereo not given),-7
Cc1ccc(C(=NS(=O)(=O)c2ccc(Br)cc2)Nc2ccccc2C)cc1,-5
O=C(COc1ccc(Cl)cc1Cl)NCCn1nc(C(F)(F)F)cc1C1CC1,-30
N#Cc1ccc(C(=O)N(Cc2ccccn2)c2nc3c(Cl)cccc3s2)cc1,-10
COc1ccc(Cl)cc1C(=O)Nc1ccc(-n2nnn(CC(=O)NC3CC3)c2=O)cc1,-15
COc1cccc(C(=O)Nc2c(C)nc3scc(C)n3c2=O)c1OC,-14&-2
CN(Cc1ccco1)S(=O)(=O)c1ccc(C(=O)Nc2nc3c(s2)COc2ccccc2-3)cc1,-16
CC1CCCC(C)N1N=Cc1ccc([N+](=O)[O-])cc1 (stereo not given),47*
CCOc1ccc(NC(=O)C(C=Nc2ccccc2)=C(C)O)cc1,-8
CCOc1ccc(-c2csc(SCc3ccc(C(=O)NCc4ccccn4)o3)n2)cc1,14*
Cc1ccc(-c2csc(C(C#N)=C3CCC(c4ccccc4)CC3)n2)cc1 (stereo not given),-12
CN(CC#CCNC(=O)CSCc1ccccc1)Cc1ccccc1,-13
Cc1cc(=O)n2c(-c3ccc(NC(=O)Nc4ccc(F)cc4)cc3)csc2n1,-7
C(=Nn1cnnc1)c1cccnc1,-6
CCc1ccc(S(=O)(=O)N2C3CCC2COC3)s1,-4
O=C(Cc1cccs1)N1CCN(Cc2nc(-c3ccc(F)cc3)cs2)CC1,-13
COc1cc(C(=O)NN=C(C)c2ccccn2)cc(OC)c1OC,-17
COc1ccc(-c2csc(NC(=O)c3cccc(Cl)c3)n2)cc1,-3
NC(=O)c1nnn(-c2cccc(F)c2)c1N,5
O=C(CSc1nc2c(cnn2-c2cccc(Cl)c2)c(=O)[nH]1)OCc1ccccc1,-16
COc1ccc(F)cc1S(=O)(=O)Nc1ccc2c(c1)N(S(=O)(=O)c1ccc(F)cc1)CCC2,-4
CC(C)S(=O)(=O)c1ccc(CC(=O)N2CCc3nc(NC(=O)NC4CCCC4)sc3C2)cc1,11
c1ccc2sc(-c3c(Nc4nc5cc6c(cc5s4)OCO6)sc4c3CCCC4)nc2c1,-14

# Remaining list, next part.
SMILES,SSB-PriA inh
CCc1c(C)nc2n(c1=O)C[C@H](C(=O)Nc1nccs1)CS2,-9
Cc1ccc(C#N)c(=O)n1CC(=O)Nc1cccc(Cl)c1,-11
Cc1cccc(OCC(=O)NCCCn2nc(-c3ccc(F)cc3)ccc2=O)c1,-10
N#CCSc1ccc(-c2ccccc2Cl)nn1,2
CS(=O)(=O)c1ccc(CC(=O)N2CCN(c3nc4c(Cl)cccc4s3)CC2)cc1,3
O=C(C1CCCO1)N1CCc2ccc(NS(=O)(=O)c3ccc(F)c(Cl)c3)cc21 (stereo not given),-2
CCOc1cccc2sc(N(CCn3cccn3)C(=O)c3cccc(N4C(=O)CCC4=O)c3)nc12,4
Cc1c(NC=CC(=O)c2cccs2)c(=O)n(-c2ccccc2)n1C,-1
CC(=O)Nc1ccc(OC[C@@H](O)CN2CCN(c3cccc(Cl)c3)CC2)cc1,-8
CC(=NOCC(=O)Nn1c(=O)[nH]c2ccccc2c1=O)c1cccs1,2

# This is a subset; count on the stated rates, not on these rows.
